LAP4-GFP MLPCN: alters LAP4-GFP fluorescence in TOR pathway yeast screen. AID 2023. GFP response vs DMSO, % at 10 µM. hit rate 0.34% among 320,000. S. cerevisiae LAP4-GFP multiplex, flow cytometry GFP, 3 h; median GFP as percent of DMSO wells;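 active means GFP response vs DMSO above a set limit, about the screen mean plus 3 SD, cut at about 150% in these data; inconclusive means under 70 cell events counted for the yeast strain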
MEP2 TOR yeast: yeast TOR pathway MEP2-GFP modulation; S. cerevisiae MEP2-GFP strain, flow cytometry GFP, 3 h; 100% = DMSO control level; GFP response vs DMSO, % at 10 µM; hit rate 0.51% among 330,000; AID 2016;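 active means GFP response versus DMSO above a set limit, roughly screen mean plus 3 SD, cut at about 180% in these data; inconclusive means fewer than 70 cells counted for a yeast strain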;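 further: median GFP fluorescence of the barcode-gated MEP2-GFP cells per well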
Yeast superoxide: lowers age-related superoxide in aged yeast cells | S. cerevisiae aged cells, superoxide DHE fluorescence; hits give low values | superoxide response (% of plate mean), % at 10 µM | hit rate 0.18% among 330,000 | AID 2690;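 active means superoxide response under a set limit, about three screen SD below normal, cut at about 65% in these data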;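 further: yeast aged for seven days with compound at 30 °C before DHE staining; 100% = average MFI of all compound-treated wells on the plate with controls excluded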
CIT2 TOR yeast: modulators of TOR pathway CIT2-GFP in S. cerevisiae | S. cerevisiae CIT2-GFP strain, flow cytometry, 3 h; 100 means same as DMSO wells | GFP response vs DMSO, % at 10 µM | hit rate 0.065% among 320,000;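 active means GFP response relative to DMSO above a set limit, near the screen mean plus 3 SD, cut at about 150% in these data; inconclusive means Fewer than 70 cells measured for a yeast strain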;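 further: ratio of well median GFP fluorescence to mean of DMSO wells on the plate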
VLA-4 inh: inhibition in a human VLA-4 binding assay; hit rate 0.2% among 330,000; inhibition, % (about 7 µM as worked out from the volumes in the protocol); P13612; VLA-4 expressing cells, ligand binding flow cytometry; AID 2557; in the data active means inhibition above about 50%
AGP1 TOR yeast: alters AGP1-GFP fluorescence in TOR pathway yeast screen; hit rate 0.02% among 320,000; GFP response vs DMSO, % at 10 µM; AID 2066; S. cerevisiae AGP1-GFP multiplex flow cytometry, 3 h; GFP as percent of DMSO wells;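 active means GFP response relative to DMSO above a set limit, near screen average plus 3 SD, cut at about 150% in these data; inconclusive means fewer than 70 cells counted for the yeast strain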;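 further: median GFP channel fluorescence of the gated AGP1 strain per well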
RPL19A TOR yeast: modulators of TOR pathway RPL19A-GFP in S. cerevisiae; percent response vs DMSO, % at 10 µM; hit rate 0.3% among 330,000; S. cerevisiae RPL19A-GFP strain, flow cytometry, 3 h; hits give low values;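 active means percent response vs DMSO below 50%; inconclusive means fewer than 70 events counted for the yeast strain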;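 further: median channel GFP fluorescence of the barcoded RPL19A-GFP strain; ratio of sample median GFP to plate DMSO average so 100% = DMSO; lower means less RPL19A-GFP as with rapamycin TOR inhibition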
GRK2 aptamer HTS: blocks RNA aptamer binding to human GRK2. inhibition of aptamer binding, % at 10 µM. hit rate 0.59% among 330,000. P25098. bead flow cytometry, FAM-aptamer displacement from GRK2;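 active means inhibition of aptamer binding above 40%, roughly 3 SD of noise, on plates passing a quality check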;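 further: median bead fluorescence of bound FAM aptamer so fluorescent compounds give negative values; no value below 0 was filed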
Target sequence (P25098 whole entry, looked up): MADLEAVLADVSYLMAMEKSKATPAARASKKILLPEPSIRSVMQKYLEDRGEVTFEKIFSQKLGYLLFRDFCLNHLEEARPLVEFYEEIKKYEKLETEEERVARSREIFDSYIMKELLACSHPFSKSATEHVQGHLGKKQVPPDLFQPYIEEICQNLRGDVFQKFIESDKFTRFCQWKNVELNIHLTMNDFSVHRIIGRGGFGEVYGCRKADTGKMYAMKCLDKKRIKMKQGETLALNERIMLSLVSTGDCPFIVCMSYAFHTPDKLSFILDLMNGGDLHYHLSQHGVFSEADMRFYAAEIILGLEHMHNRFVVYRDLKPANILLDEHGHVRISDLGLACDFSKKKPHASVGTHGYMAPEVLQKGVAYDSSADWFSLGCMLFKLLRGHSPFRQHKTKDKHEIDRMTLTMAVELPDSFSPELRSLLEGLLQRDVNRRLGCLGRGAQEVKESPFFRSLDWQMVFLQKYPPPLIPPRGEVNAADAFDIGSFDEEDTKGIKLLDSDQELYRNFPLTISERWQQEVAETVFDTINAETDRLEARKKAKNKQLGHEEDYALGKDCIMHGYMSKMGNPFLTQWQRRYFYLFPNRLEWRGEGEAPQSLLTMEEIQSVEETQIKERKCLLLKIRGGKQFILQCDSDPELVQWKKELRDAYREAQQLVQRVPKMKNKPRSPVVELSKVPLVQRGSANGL
Active calls of the source: *; ? = inconclusive; [ ] = dose if it differs, or a comment. No enrichment for hits (roughly 1.7% active in at least one column).

SMILES	LAP4-GFP MLPCN	MEP2 TOR yeast	Yeast superoxide	CIT2 TOR yeast	VLA-4 inh	AGP1 TOR yeast	RPL19A TOR yeast	GRK2 aptamer HTS
O=C(NN=C1CCCCCC1)c1cc2ccccc2cc1O	95.2	100.6	122.5	105.3	1.7	98.5	101.8	0.0
CCn1c2ccccc2c2nnc(SCCN3CCCCC3)nc21	87.8	103.5	99.0	99.9	-4.0	98.6	101.2	3.0
O=C(COC(=O)Cc1c[nH]c2ccccc12)NC1CCCCC1	97.1	97.1	122.0	86.5	-1.6	92.8	94.5	0.0
CCOC1(c2ccccc2)CC1C(=O)N/N=C/c1cccc([N+](=O)[O-])c1 (stereo unspecified)	110.1	107.0	103.9	105.8	8.1	106.5	105.2	0.0
Cc1ccc(SC[C@H](C)CN2CC[C@H](NC(=O)OCc3ccccc3)CCC2=O)cc1	89.4	98.0	95.0	94.8	2.5	100.5	99.8	0.0
O=C(CCN1C(=O)/C(=C/c2ccccc2)SC1=S)NNC(=O)c1cccnc1	94.2	104.9	101.1	97.0	20.8	94.1	97.1	0.0
COc1cc(OC)c(C(=O)OCC(=O)N2CCOCC2)cc1OC	96.7	104.3	104.0	110.8	-2.7	104.2	102.2	3.0
CCNC(=O)N(CCOC)CC1CCCN(C2Cc3ccccc3C2)C1 (stereo unspecified)	101.3	102.5	116.6	100.3	9.2	99.8	103.2	0.0
CCOC(=O)CN1C=C(c2ccc3ccccc3n2)C(C[N+](=O)[O-])c2ccccc21 (stereo unspecified)	133.4	129.2	108.9	121.9	-340.6	92.5	88.4	0.0
O=C1CS(=O)(=O)c2ccccc2N1	99.4	112.3	97.2	109.3	-0.2	113.7	118.8	2.0
CCOc1ccc(-c2c(C(=O)N/N=C(\C)c3ccncc3)nnn2-c2nonc2N)cc1	110.7	138.9	101.3	92.9	6.9	97.2	102.0	0.0
COc1ccc(NC(=O)CC(NC(C)c2ccccc2)C(=O)O)cc1 (stereo unspecified)	99.4	105.5	106.3	100.8	26.0	95.6	105.0	4.0
CCc1ccc(-c2nc(CS(=O)CC(=O)NC3CC3)c(C)o2)cc1 (stereo unspecified)	97.4	95.5	112.5	102.3	2.0	99.7	97.5	3.0
COc1ccc(/C(N)=N/OC(=O)c2cccc([N+](=O)[O-])c2)cc1	112.2	103.0	81.0	111.2	9.4	86.3	96.2	1.0
Cc1ccc(SC(C)C(=O)O/N=C(\N)c2ccncc2)cc1 (stereo unspecified)	108.0	94.7	101.6	85.4	2.6	95.9	90.9	1.0
CCC(=O)c1ccc(OCC(=O)NCC2(N3CCCCC3)CCCCC2)cc1	101.5	97.5	101.2	103.3	2.5	106.2	102.5	0.0
Cc1cccc(NC(=O)CNC(=O)CCc2nc3sc4c(c3c(=O)[nH]2)CCCC4)c1C	109.2	101.2	102.8	97.0	17.6	103.0	103.6	9.0
CNC(=O)/C(C#N)=C/c1c(F)cccc1Cl	111.3	95.9	114.1	87.3	29.8	99.0	98.8	4.0
COC(=O)c1ccccc1NC(=O)CN(Cc1ccccc1)S(C)(=O)=O	106.0	102.9	122.2	104.5	6.0	102.3	99.3	0.0
CCn1c(Oc2ccccc2C)nc2c1c(=O)n(C)c(=O)n2C	102.2	106.3	91.8	105.1	4.2	105.7	108.7	0.0
Cc1cc(C)c(S(=O)(=O)N2CCN(C(=O)CCn3nc(C)c(C)c3C)CC2)c(C)c1	96.4	96.2	90.6	96.4	7.3	99.8	98.2	1.0
COc1cc(C(CCN2CCCC2)c2c(OC)cc(OC)c3c(-c4ccccc4)cc(=O)oc23)cc(OC)c1OC (stereo unspecified)	69.0[may fluoresce violet]	284.0*[may fluoresce violet]	105.6	?	-4.9	?	42.8*[may fluoresce violet]	0.0
N#Cc1ccccc1Cn1c(=O)n(CCC(=O)NCc2ccco2)c(=O)c2ccccc21	97.4	104.5	104.4	105.1	-8.6	102.7	104.9	0.0
N/C(=N\OC(=O)CCC1CCCC1)c1ccccc1	101.3	104.6	88.3	103.0	34.0	102.8	100.8	4.0
O=C(NN=Cc1cccc([N+](=O)[O-])c1)c1cc(-c2cccnc2)nc2ccccc12	97.5	93.2	110.0	99.0	10.3	99.8	97.2	1.0
CCNC(=S)N/N=C(\C)c1cccc([N+](=O)[O-])c1	87.9	101.5	85.8	99.2	-5.1	92.7	101.2	2.0
COc1ccc(OC)c(S(=O)(=O)NCC(=O)O)c1	104.8	110.3	105.5	106.6	4.8	101.8	102.8	2.0
Cc1ccc(N2C(=O)N3[C@H](c4cccc(C)c4)[C@@H]4C(=O)N(Cc5ccccc5)C(=O)[C@@H]4[C@]3(C)C2=O)cc1	105.5	92.5	96.0	106.1	16.2	91.9	101.3	0.0
CCn1cc(/C=N\NC(=O)c2csc3ccccc23)c(C)n1	93.3	94.1	103.8	97.2	-1.5	98.1	94.5	0.0
Cc1ccc2nc(SC(C(=O)c3ccccc3)c3ccccc3)nc(C)c2c1 (stereo unspecified)	92.0	98.6	121.1	101.6	6.5	96.9	100.3	1.0
S=C(NCc1ccc(Cl)cc1)NCc1ccccn1	87.2	94.6	97.9	88.3	10.8	90.3	89.7	1.0
Cc1ccc(-c2csc3ncnc(Oc4cccc5ccc(C)nc45)c23)cc1	97.1	105.2	79.5	106.5	-9.9	100.9	104.2	1.0
CC1(c2ccc(Cl)cc2)NC(=O)N(CC(=O)N2CCCC2)C1=O (stereo unspecified)	106.9	107.4	83.0	105.4	-4.1	104.6	101.7	0.0
COc1ccc(-c2noc(CSc3ccc(C)cc3)n2)cc1	92.6	93.9	76.0	90.6	-0.8	87.2	90.9	2.0
Nc1cccc(-c2cn3cccnc3n2)c1	107.2	104.4	93.8	96.5	8.8	100.4	98.8	3.0
CCn1c(SCC(=O)NCc2ccc(C)cc2)nnc1-c1ccncc1	98.3	94.7	98.4	94.6	9.1	93.4	92.1	1.0
CN(C)CCNC(=O)c1cc2sc3ccccc3c2s1	101.2	97.4	116.3	94.7	15.9	98.2	98.8	0.0
Cc1nn(Cc2ccc(Br)cc2)c(C)c1NC(=O)c1nn(C)cc1Cl	100.3	103.0	100.1	105.7	15.1	109.4	100.8	0.0
COc1cccc(NC(=O)C2CCCN(c3ncnc4c3nc3n4CCCCC3)C2)c1 (stereo unspecified)	94.5	100.5	76.8	95.9	-6.7	96.8	100.3	0.0
O=C(C1CCN(Cc2nc(-c3ccc(Cl)cc3)no2)CC1)N1CCOCC1	108.0	99.2	110.3	107.8	16.2	111.0	98.6	2.0
Cn1cnnc1SCC(=O)Nc1ccc(S(N)(=O)=O)cc1	90.8	101.9	99.8	104.2	7.1	101.4	102.9	0.0
COc1cc(Br)c(C(=O)c2nccc3cc(OC)c(OC)cc23)cc1OC	104.5	110.4	114.2	106.1	16.9	109.3	112.1	7.0
Cc1ccc(N(CC(=O)NC2CCCCC2)C(=O)CNC(=O)c2ccco2)c(C)c1	90.4	109.5	99.8	107.8	-0.3	92.4	100.5	1.0
CCOc1ccc(NC(=O)C(=O)N/N=C\c2ccc(CNS(=O)(=O)c3ccccc3)o2)cc1	90.5	98.4	87.2	98.8	2.3	97.2	101.2	0.0
CN(C)CCN(C(=O)C1CCN(S(=O)(=O)c2cccs2)CC1)c1nc2c(F)cccc2s1	103.3	97.1	88.2	101.7	-7.0	106.7	98.2	5.0
COCc1cc(C)nc(N2CCN(c3ccccc3)CC2)c1C#N	109.2	97.5	82.7	101.7	4.0	99.4	110.5	0.0
Cc1ccc2c(c1)CC1(CN2C)C(=O)OC2(CCCCC2)OC1=O	99.6	107.4	88.6	109.0	-15.9	97.7	104.1	1.0
O=C(Nc1cccnc1)c1cccc(S(=O)(=O)N2CCc3ccccc32)c1	103.8	107.1	97.8	104.6	2.4	104.7	110.8	0.0
COc1cccc(C2C(C#N)=C(N)Oc3cc(C)n(Cc4ccco4)c(=O)c32)c1 (stereo unspecified)	96.1	94.5	106.4	94.8	4.5	92.5	96.2	0.0
Cc1ccc2cc(CN(C(=O)c3ccco3)c3ccccc3)c(=O)[nH]c2c1	104.5	102.2	101.8	99.4	-2.0	109.7	94.3	2.0

Whole records, quoted from the list. Screens in order: LAP4-GFP MLPCN	MEP2 TOR yeast	Yeast superoxide	CIT2 TOR yeast	VLA-4 inh	AGP1 TOR yeast	RPL19A TOR yeast	GRK2 aptamer HTS
Entry for Cc1ccc(N(CC(=O)NC2CCCCC2)C(=O)CNC(=O)c2ccco2)c(C)c1 : 90.4	109.5	99.8	107.8	-0.3	92.4	100.5	1.0
Entry for O=C(Nc1cccnc1)c1cccc(S(=O)(=O)N2CCc3ccccc32)c1 : 103.8	107.1	97.8	104.6	2.4	104.7	110.8	0.0
Entry for Cc1ccc2cc(CN(C(=O)c3ccco3)c3ccccc3)c(=O)[nH]c2c1 : 104.5	102.2	101.8	99.4	-2.0	109.7	94.3	2.0

(continued)
SMILES	LAP4-GFP MLPCN	MEP2 TOR yeast	Yeast superoxide	CIT2 TOR yeast	VLA-4 inh	AGP1 TOR yeast	RPL19A TOR yeast	GRK2 aptamer HTS
Cc1ccc(C(=O)Nc2ncc(Cc3ccc(F)cc3)s2)o1	108.9	106.2	105.1	97.6	-1.5	96.7	102.2	5.0
CCc1cccc(C)c1NC(=O)CC1Oc2ccc(C)cc2NC1=O (stereo unspecified)	134.5	202.8*	100.2	153.3*	12.1	98.9	110.1	49.0*
CCC1(NC(C)=O)CC2CC1CC2NC(C)=O (stereo unspecified)	99.6	101.4	86.8	101.3	-4.4	98.5	99.4	2.0
CCN(C(=O)Nc1cccc(Cl)c1)c1ccccc1	77.6[may fluoresce violet]	89.7[may fluoresce violet]	100.9	?	7.2	96.9[may fluoresce violet]	101.8[may fluoresce violet]	2.0
COc1cccc(NC(=O)CSc2nnc(Cc3cccn3C)n2-c2ccc(F)cc2)c1	106.9	112.7	122.9	102.2	23.3	109.9	102.4	0.0
COc1ccc(-c2cc(C(=O)N3CCOCC3)c3cc(C)ccc3n2)cc1	103.8	102.9	108.1	95.2	-7.2	95.6	96.6	0.0
Cc1ccc(S(=O)(=O)Nc2ccc3c(c2)C(=O)N([C@H](C)CO)C[C@@H](C)[C@@H](CN(C)C(=O)Nc2cccc4ccccc24)O3)cc1	88.2	89.7	96.7	95.3	2.0	96.4	93.3	4.0
CN(Cc1ccccc1)C(=O)COc1cc(=O)n(C)c2ccccc12	101.1	97.4	97.5	100.8	5.6	99.1	100.1	0.0
O=C(Nc1nccs1)c1cccc(S(=O)(=O)N2CCOCC2)c1	93.8	96.6	108.9	96.8	-11.4	92.3	93.1	1.0
CCN1CCc2c(C#N)c(N3CCCCC3)nc(N3CCOCC3)c2C1	88.6	94.2	109.6	82.6	4.0	96.1	97.5	0.0
CC1CCN(c2c(NCC3CCC(C(=O)N4CCCC(C)C4)CC3)c(=O)c2=O)CC1 (stereo unspecified)	101.3	95.3	88.8	97.0	-0.5	100.4	100.1	2.0
CC(C)(C)c1ccc(S(=O)(=O)N2CCN(c3ccccn3)CC2)cc1	111.1	106.2	96.8	112.0	-5.8	107.7	105.0	1.0
COc1ccc(N2CCN(CCCNC(=O)C(=O)c3c(C)n(C)c4ccccc34)CC2)cc1	90.2	88.5	103.3	107.0	12.1	101.9	99.4	0.0
CC(C)Cc1nc(N2CCN(C(=O)c3ccco3)CC2)c(C#N)c2c1CCCC2	75.2	93.8	91.2	87.5	5.7	81.4	90.0	3.0
S=C(NCc1ccccc1)NCC1COc2ccccc2O1 (stereo unspecified)	111.8	103.3	81.2	93.3	10.9	106.2	102.1	1.0
N#CCSc1nc(-c2ccccc2)nc2ccccc12	105.7	113.8	109.8	100.0	1.8	100.5	100.2	1.0
O=C(CN1CCN(Cc2ccccc2)CC1)N/N=C/c1ccco1	111.2	103.2	108.0	105.1	2.2	116.1	101.7	2.0

High-throughput results (PubChem)
